Source: PubChem BioAssay (several laboratories)
Hck Nef HTS: inhibitors of human Hck kinase activated by Nef; P08631; Recombinant Hck-YEEI plus Nef, Z-Lyte FRET kinase assay; inhibition, % at 20 µM; hit rate 0.68% among 220,000;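 active means Hck-Nef kinase inhibition above about 50%, limit read from the data; inactive means inhibition below that limit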;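 further: 0% = DMSO with Hck plus Nef and 100% = Hck alone without Nef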
Runt-CBFb FRET: Runt domain-CBFb interaction inhibition; Q01196+Q13951; hit rate 0.46% among 220,000; inhibition, % at 20 µM; Cerulean-Runt/Venus-CBFb FRET ratio 530/480, 1 h; AID 1496;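 active means inhibition over about 50% at 20 µM in the single-dose screen, limit read from the data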;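 further: 0% = DMSO wells and 100% = excess unlabeled CBFb competitor control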
Target sequence (Q01196 whole entry, looked up, the tested form may be a part): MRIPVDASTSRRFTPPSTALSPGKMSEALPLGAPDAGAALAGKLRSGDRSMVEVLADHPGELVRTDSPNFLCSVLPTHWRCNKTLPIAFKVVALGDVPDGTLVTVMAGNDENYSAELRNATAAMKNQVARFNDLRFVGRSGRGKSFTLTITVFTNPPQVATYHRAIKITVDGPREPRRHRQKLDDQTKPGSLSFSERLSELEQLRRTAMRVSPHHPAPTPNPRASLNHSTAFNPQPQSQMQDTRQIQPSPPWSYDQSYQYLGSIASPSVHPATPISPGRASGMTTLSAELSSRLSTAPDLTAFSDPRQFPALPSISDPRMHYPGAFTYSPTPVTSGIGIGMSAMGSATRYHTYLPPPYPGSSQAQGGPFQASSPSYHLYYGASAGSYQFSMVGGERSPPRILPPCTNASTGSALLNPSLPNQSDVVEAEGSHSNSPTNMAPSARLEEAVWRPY
Target sequence (Q13951 whole entry, looked up, the tested form may be a part): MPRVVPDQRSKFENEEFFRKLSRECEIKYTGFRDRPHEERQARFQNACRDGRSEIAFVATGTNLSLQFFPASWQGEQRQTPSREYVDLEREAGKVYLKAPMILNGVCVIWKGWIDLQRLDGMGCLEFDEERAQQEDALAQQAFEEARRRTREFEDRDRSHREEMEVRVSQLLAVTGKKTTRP
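Doses: 20 µM compound in 1% DMSO | Material: Cerulean-labeled Runt domain protein | Amount: Each fluorescent fusion protein 100 nM | Schedule: Two 1 h room-temperature incubations shielded from light | Measured by: FRET fluorescence | Evaluation: Loss of energy transfer signal | Controls: Unlabeled CBFb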
MDM2 E3 inh: inhibitors of human Mdm2 E3 ubiquitin ligase; Q00987; cell-based MDM2 ubiquitination luciferase reporter, 2 h; 0 = plate control, 100 = twice control, blank-subtracted; signal enhancement, % at 5 µM; hit rate 0.11% among 210,000;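 active means signal enhancement of 30% or more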;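 further: luminescence tracks abundance of the self-degrading MDM2-luciferase fusion protein; higher signal means inhibition of MDM2 E3 ligase activity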
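system = mammalian cells stably expressing self-ubiquitinating, self-degrading MDM2 E3–luciferase fusion | quantity = 2000 cells per well seeded | incubation = 4 h cell settling then 2 h compound exposure, 37 °C | signal = SteadyLite luminescence, 15 min reagent step | benchmarks = plate control and blank wells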
NPY2 pot ag: human NPY-Y2 potentiation or agonism, primary screen | P49146 | cells expressing NPY-Y2, potentiator/agonist read-out | activation, % at 3.6 µM | hit rate 0.45% among 220,000 | AID 1359; in the data active means activation above about 27%;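 further: cells stimulated with NPY near EC25 plus isoproterenol at EC100; 0% = vehicle plus submaximal agonist and 100% = vehicle plus saturating agonist; some results beyond the cut were filed as inactive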
NPY-Y1 PAM-ag: potentiates or activates human NPY-Y1 receptor; NPY-Y1 expressing cells, potentiator/agonist activation; P25929; AID 1304; activation, % at 3.6 µM; hit rate 0.37% among 220,000; in the data active means activation above about 33%, passing the limit was not always enough;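 further: cells stimulated with NPY at EC10 then isoproterenol at EC100; 0% = low agonist plus stimulus and 100% = saturating agonist plus stimulus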
RBBP9 inhibitor: blocks human serine hydrolase RBBP9; O75884; recombinant RBBP9, FP-Rh probe fluorescence polarization; inhibition, % at 7.94 µM; hit rate 0.2% among 220,000; AID 1515;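 active means inhibition above the campaign mean of all tested compounds plus 3 SD, cut at about 14% in these data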;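 further: plate controls were DMSO wells with RBBP9 for no effect and wells lacking RBBP9 protein for full effect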
Target sequence (O75884 whole entry, looked up): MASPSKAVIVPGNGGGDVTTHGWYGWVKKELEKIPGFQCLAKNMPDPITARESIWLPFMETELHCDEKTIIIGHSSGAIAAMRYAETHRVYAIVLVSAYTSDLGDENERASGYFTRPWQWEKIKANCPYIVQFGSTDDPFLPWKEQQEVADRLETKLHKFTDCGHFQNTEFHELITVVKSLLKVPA
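Measured by: FP readout at 525/598 nm; material: recombinant human RBBP9; also added: Serine-hydrolase probe FP-Rh, 375 nM pre-mixing; medium: Tris buffer pH 8.0, NaCl, Pluronic; replication: one well per compound; doses: one concentration, 7.94 µM nominal, 0.794% DMSO; timing: preincubation 30 min plus labeling 45 min at 25 °C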
NPY Y1 blocker: NPY-Y1 (human) receptor antagonism; hit rate 1% among 200,000; HEK293-CNG Y1 cells, membrane potential fluorescence; NPY at EC95, then isoproterenol; inhibition, % at 3.6 µM; P25929;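 active means inhibition above the campaign mean inhibition of all tested compounds plus 3 SD, cut at about 20% in these data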;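 further: 0% = DMSO wells given NPY plus isoproterenol and 100% = isoproterenol alone without NPY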
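Assay system: HEK293 cells with Y1 receptor plus CNG channel | Probe or stimulus: NPY (25 nM), isoproterenol (1 µM), Ro 20-1724 (25 µM) | Timing: Compound incubation 1 h at room temperature, readout 45 min post-stimulation | Measured by: Membrane-potential fluorescent dye readout | Benchmarks: High control isoproterenol alone, low control NPY with isoproterenol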
p97 inhibitor: inhibitors of human p97 ATPase; P55072; recombinant p97 ATPase, Kinase-Glo ATP luminescence, 3 h; inhibition, % at 8 µM; hit rate 0.42% among 220,000; AID 1481; in the data active means inhibition above about 15%;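 further: 0% = DMSO vehicle and 100% = wells lacking enzyme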
Runt-SMMHC FRET: inhibitors of human RUNX1 Runt domain binding to CBFb-SMMHC. Cerulean-Runt/Venus-CBFb-SMMHC FRET ratio 530/480, 1 h. inhibition, % at 20 µM. hit rate 0.74% among 220,000. AID 1434;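 active means mean inhibition across duplicate retests at 20 µM reaching about 50%, limit read from the data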;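 further: 0% = DMSO wells and 100% = wells with excess untagged CBFb-SMMHC; inhibitors lower the FRET ratio by blocking Runt binding to CBFb-SMMHC; some results filed as inactive read as strong as hits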
Numbers without * were called inactive; · = not tested or not shown.

compound,Hck Nef HTS,Runt-CBFb FRET,MDM2 E3 inh,NPY2 pot ag,NPY-Y1 PAM-ag,RBBP9 inhibitor,NPY Y1 blocker,p97 inhibitor,Runt-SMMHC FRET
O=C(OCc1ccc(Cl)cc1)c1cnccn1,2,1,-17,-6,5,-5,1,-1,-5
CC(C)N(C(=O)Cn1cc(S(=O)(=O)CC(=O)NC2CCCCC2)c2ccccc21)C(C)C,2,-4,-16,-1,-8,-1,-6,-4,-1
N#Cc1ccc(COC(=O)c2cc(=O)c3ccccc3o2)cc1,16,1,-14,5,6,-4,6,4,-3
COc1cc(/C=C2/NC(=O)N(Cc3ccccc3F)C2=O)ccc1Oc1ccc([N+](=O)[O-])cn1,2,0,-4,10,3,3,-3,6,4
COc1ccc(C(=O)Nn2c(SCC(=O)NCc3ccccc3)nc3ccccc3c2=O)cc1,3,-1,-6,-10,-23,-3,1,-2,-4
CCS(=O)(=O)N1Cc2ccccc2CC1C(=O)OCC(=O)Nc1ccc(C)cc1 (stereo unspecified),1,-3,-4,0,3,-1,4,3,-13
CN(C)c1cc[n+](CC(=O)Nc2ccc(Oc3ccccc3)cc2)cc1,17,-1,-9,2,-4,-7,4,6,0
CC(C)OC(=O)CN1C(=O)C(C)(C)Oc2ccc(C(=O)NC(C)(C)C)cc21,0,0,-8,-15,-18,-2,0,-5,5
O=C(c1ccc2snnc2c1)N1CCCC1,2,2,-12,-4,-2,1,-1,4,-1
N#Cc1c(-c2ccccc2)ccnc1Oc1ccccc1,0,0,4,-16,-6,-7,1,0,1

8 structures out of the list, sorted by heavy-atom count, ascending.
compound,Hck Nef HTS,Runt-CBFb FRET,MDM2 E3 inh,NPY2 pot ag,NPY-Y1 PAM-ag,RBBP9 inhibitor,NPY Y1 blocker,p97 inhibitor,Runt-SMMHC FRET
O=C(c1ccc2snnc2c1)N1CCCC1,2,2,-12,-4,-2,1,-1,4,-1
O=C(OCc1ccc(Cl)cc1)c1cnccn1,2,1,-17,-6,5,-5,1,-1,-5
N#Cc1c(-c2ccccc2)ccnc1Oc1ccccc1,0,0,4,-16,-6,-7,1,0,1
CN(C)c1cc[n+](CC(=O)Nc2ccc(Oc3ccccc3)cc2)cc1,17,-1,-9,2,-4,-7,4,6,0
CC(C)OC(=O)CN1C(=O)C(C)(C)Oc2ccc(C(=O)NC(C)(C)C)cc21,0,0,-8,-15,-18,-2,0,-5,5
CCS(=O)(=O)N1Cc2ccccc2CC1C(=O)OCC(=O)Nc1ccc(C)cc1 (stereo unspecified),1,-3,-4,0,3,-1,4,3,-13
CC(C)N(C(=O)Cn1cc(S(=O)(=O)CC(=O)NC2CCCCC2)c2ccccc21)C(C)C,2,-4,-16,-1,-8,-1,-6,-4,-1
COc1ccc(C(=O)Nn2c(SCC(=O)NCc3ccccc3)nc3ccccc3c2=O)cc1,3,-1,-6,-10,-23,-3,1,-2,-4

More entries.
compound,Hck Nef HTS,Runt-CBFb FRET,MDM2 E3 inh,NPY2 pot ag,NPY-Y1 PAM-ag,RBBP9 inhibitor,NPY Y1 blocker,p97 inhibitor,Runt-SMMHC FRET
O=C(N1CCOCC1)C12CC3CC(C1)CC(c1ccccc1)(C3)C2,2,8,2,1,6,9,10,-3,1
CCCCc1nc2ccccc2c(NC(=O)CN(CC)CC)c1CCC,1,0,-22,-3,-7,10,13,1,0
O=C(Cn1cnc2ccccc21)OCC(=O)N1CCc2ccccc2C1,3,2,-37,2,-8,-7,-3,-3,0
COc1cccc(-c2csc(N3CCN(CC(=O)NNC(=O)c4ccco4)CC3)n2)c1,-10,4,-40,0,11,-5,2,-3,3
CC(C)CNC(=S)N1CCC(NC(=O)c2ccco2)CC1,-2,1,-13,10,9,-2,0,0,-2
COc1ccc(OC(=O)COc2ccc(C)cc2)cc1,-10,-3,-4,2,8,6,-1,2,-1
Cc1ccc(Nc2nc(N/N=C\c3ccc4c(c3)OCO4)nc(N3CCOCC3)n2)cc1,11,2,-20,-22,0,-5,3,4,3
C=CCNC(=S)/C(=C(/[O-])c1ccccc1Br)[n+]1ccccc1,11,2,-8,0,11,4,-1,5,-2
O=C(NCCCO)/C(=C\C=C\c1ccccc1)NC(=O)c1ccccc1Cl,0,-1,-25,2,-27,-1,-2,7,1
COc1ccc(CNC(=O)c2ccc3c(c2)N(C)C(=O)CS3=O)cc1 (stereo unspecified),1,-1,-6,-1,0,-15,0,2,0
O=C1C2CCCCC2C(=O)N1Cc1ccccc1 (stereo unspecified),16,0,-2,-9,5,-1,-1,1,1
CN(C)c1nc(N(C)C)nc(N2CCCCC2)n1,0,1,·,6,-6,-2,2,1,-2
O=C(Nc1ccc(OC(F)(F)F)cc1)c1ccc2nccnc2c1,25,-2,-9,0,-2,-3,-2,7,-2
Brc1ccc2oc(-c3ccn[nH]3)cc2c1,9,-1,-22,24,11,-9,·,-2,-2
Cc1ccc(Nc2c(-c3ccccn3)nc3ccc(C)cn23)cc1,-17,-2,-30,14,6,-2,6,-5,1
COc1cccc(/C=N\NC(=O)C2=NNC(=O)C2C)c1O (stereo unspecified),-1,-4,-6,-2,-1,-2,-3,-20,-4
C/C(CCc1oc2ccccc2c1-c1ccc(C)o1)=N/O,2,7,-17,-7,0,-1,3,2,-5
COc1cccc(NC(=O)CSc2nc3ccccc3c(=O)n2CCCC(=O)N2CCCC2)c1,0,-5,-5,19,17,-10,-4,4,0
COc1ccc(OC)c(C(=O)CSc2nnnn2C)c1,-7,4,5,-6,6,-5,-1,4,-5
COc1cccc(C2CC(c3ccccc3)n3ncnc3N2)c1 (stereo unspecified),1,3,-7,2,10,-2,5,-6,1
CC(C)C(C)(C#N)NC(=O)CSc1nc2scc(-c3ccccc3)c2c(=O)[nH]1 (stereo unspecified),-18,0,-5,1,16,-2,4,12,-6
Cc1ccc(C)n1CCN1CCN(C(=O)CC#N)CC1,-7,0,-22,-2,7,3,1,5,-1
CC(=O)NCc1ccc(-c2csc(N)n2)s1,0,46,-2,3,17,-2,-1,2,34
CCOC(=O)c1sc(NC(=O)CSc2nc3ccccc3s2)c(C(=O)OCC)c1C,6,2,3,0,-2,0,3,3,-3
Cc1c(C(=O)Nc2cccc(S(=O)(=O)N3CCCC3)c2)oc2ccccc12,28,2,·,-36,-55,5,·,2,1
O=C(CCc1nc2ccccc2s1)OCC(=O)c1ccc[nH]1,13,0,-7,-4,-4,0,3,3,3
Cc1ccc(C(=O)CSc2nnc(COc3ccccc3)o2)cc1,22,-2,-6,-15,-26,-6,14,-2,0
Cc1[nH]nc(NNC(=O)c2ccccc2)c1[N+](=O)[O-],17,1,-2,-19,4,-9,·,4,-1
O=C(NC(=S)Nc1ccc(N2CCOCC2)cc1)c1ccccc1,11,5,3,-1,-8,0,2,2,-3
COc1ccc(CCNC(=O)CC2SC(N)=NC2=O)cc1OC (stereo unspecified),22,2,-7,-14,2,1,1,1,3

(more compounds)
molecule	Hck Nef HTS	Runt-CBFb FRET	MDM2 E3 inh	NPY2 pot ag	NPY-Y1 PAM-ag	RBBP9 inhibitor	NPY Y1 blocker	p97 inhibitor	Runt-SMMHC FRET
NC(=O)C1(C(N)=O)OC1c1ccc(Cl)c(Cl)c1 (stereo unspecified)	13	-1	-11	-1	-7	-7	·	0	-1
COc1ccc(C2=NOC(C(=O)Nc3cc(C)nn3-c3ccccc3)C2)cc1OC (stereo unspecified)	0	-1	-12	-7	-6	-16	8	-9	0
Cc1ccccc1-c1nc(S(=O)(=O)c2ccc(Br)cc2)c(NCc2cccnc2)o1	-24	-5	·	-26	-27	-6	3	-10	-5
O=C(N=c1ccn(-c2nc3ccccc3nc2NS(=O)(=O)c2ccc(Cl)cc2)cc1)c1cccs1	6	-305	·	2	8	7	·	6	-162
N#Cc1c(NC(=O)CSc2n[nH]c(Cc3ccccc3)n2)oc(-c2ccccc2)c1-c1ccccc1	9	0	-13	-4	17	-16	-4	2	0
O=C(O)CN1CCN(Cc2ccc(Cl)cc2)C1=O	0	-1	-16	0	-5	0	6	3	2
Cc1cccc(C)c1NC(=O)C1(NC(=O)c2cnccn2)CCCCC1	0	0	-8	·	·	·	·	·	-1
CCOC(=O)CCCNC(=O)CCNC(=O)c1ccc(OCCC(C)C)cc1	20	-2	-4	-13	0	-7	·	-4	-2
Cc1ccc(N(CC(=O)N2CCn3c2nc2ccccc23)S(=O)(=O)c2c(C)n[nH]c2C)cc1	1	-1	-8	7	-3	-3	2	1	1
Cc1ccc(C)c(/C(O)=C2\C(=O)C(=O)N(CCCn3ccnc3)C2c2ccncc2)c1 (stereo unspecified)	1	-2	-27	11	8	-7	-1	4	-4
COc1cc(C(=O)OCC(=O)Nc2c(F)cccc2F)cc(OC)c1C	24	-1	3	2	0	-3	6	2	0
NC(=O)[C@@H]1CCCN1Cc1nc(-c2ccccc2)no1	13	-3	-6	0	8	-4	5	5	-2
CC(C)N(Cc1nccn1C)C(=O)c1cc(COc2ccc3ncccc3c2)on1	5	3	-12	-4	5	3	-4	-1	-1
CCOC(=O)CSc1nnc(Cc2ccccc2)n1-c1cccc(Cl)c1	1	-4	·	6	4	-7	5	-1	0
CN(C)S(=O)(=O)c1ccc(NC(=O)c2cc(-c3cccs3)nc3ccccc23)cc1	-30	-1	-16	-27	-9	-5	4	6	3
